CCHFV vOTU inh: CCHFV vOTU protease inhibition; hit rate 0.55% among 370,000; Pep-AMC fluorescence; inhibition, % at 11.5 µM; in the data active = inhibition above about 30%; note: 0% = vehicle wells with enzyme and 100% = no enzyme wells
PrPC TRFRET: reduces human prion protein on the cell surface; AID 720596; inhibition, % at 13.8 µM; hit rate 0.43% among 370,000; cell surface PrPC, TR-FRET read-out; in the data active = inhibition above about 24%; note: 0% = median of the test wells and 100% = reference compound wells
FadD28 binding: blocks FadD28 binding to the bisubstrate probe; fluorescence polarization; inhibition, % at 12.5 µM; hit rate 0.22% among 360,000; AID 588549; in the data active = inhibition above about 8.5%, passing the limit was not always enough; inconclusive = no clear call, values can overlap the other calls
Yp Topo-I inh: Y. pestis Topo-I inhibition via cleavage products; hit rate 0.064% among 360,000; Y. pestis Topo-I cleavage product accumulation, plate reader; AID 504884; activity, % at 10 µM; in the data active = activity above about 50%, passing the limit was not always enough; inconclusive = no clear call, values can overlap the other calls; note: inactives centre near 2
Anthrax LF prot: anthrax lethal factor protease inhibition; P15917; multiplex microsphere protease cleavage assay, LF; inhibition, % at 10 µM; hit rate 0.12% among 360,000; note: plate controls were buffer without enzyme for full effect and enzyme alone for no effect
PfHsp40 yeast: rescue of PfHsp40-mediated yeast toxicity. AID 504582. S. cerevisiae expressing PfHsp40, growth rescue, ATP luminescence. hit rate 0.68% among 340,000. growth rescue, % at 12.5 µM; in the data active = growth rescue above about 28%, passing the limit was not always enough; inconclusive = no clear call, values can overlap the other calls;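 note: yeast W303a lacking pdr1 and pdr3 grown in galactose medium; growth measured after three days at 30 °C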
BoNT F protease: BoNT F light chain protease inhibition | Multiplex microsphere protease cleavage assay, flow cytometry | inhibition, % at 10 µM | hit rate 0.22% among 360,000; in the data active = inhibition above about 35%, passing the limit was not always enough; inconclusive = no clear call, values can overlap the other calls; note: plate controls were buffer without enzyme for full effect and enzyme alone for no effect
TcdB GH inh: blocks C. difficile toxin B glycohydrolase activity; TcdB glycohydrolase enzymatic assay, plate reader; P18177; inhibition, % at 9.99 µM; AID 652162; hit rate 0.24% among 350,000; in the data active = inhibition above about 10%
Target sequence (P18177 whole entry, looked up): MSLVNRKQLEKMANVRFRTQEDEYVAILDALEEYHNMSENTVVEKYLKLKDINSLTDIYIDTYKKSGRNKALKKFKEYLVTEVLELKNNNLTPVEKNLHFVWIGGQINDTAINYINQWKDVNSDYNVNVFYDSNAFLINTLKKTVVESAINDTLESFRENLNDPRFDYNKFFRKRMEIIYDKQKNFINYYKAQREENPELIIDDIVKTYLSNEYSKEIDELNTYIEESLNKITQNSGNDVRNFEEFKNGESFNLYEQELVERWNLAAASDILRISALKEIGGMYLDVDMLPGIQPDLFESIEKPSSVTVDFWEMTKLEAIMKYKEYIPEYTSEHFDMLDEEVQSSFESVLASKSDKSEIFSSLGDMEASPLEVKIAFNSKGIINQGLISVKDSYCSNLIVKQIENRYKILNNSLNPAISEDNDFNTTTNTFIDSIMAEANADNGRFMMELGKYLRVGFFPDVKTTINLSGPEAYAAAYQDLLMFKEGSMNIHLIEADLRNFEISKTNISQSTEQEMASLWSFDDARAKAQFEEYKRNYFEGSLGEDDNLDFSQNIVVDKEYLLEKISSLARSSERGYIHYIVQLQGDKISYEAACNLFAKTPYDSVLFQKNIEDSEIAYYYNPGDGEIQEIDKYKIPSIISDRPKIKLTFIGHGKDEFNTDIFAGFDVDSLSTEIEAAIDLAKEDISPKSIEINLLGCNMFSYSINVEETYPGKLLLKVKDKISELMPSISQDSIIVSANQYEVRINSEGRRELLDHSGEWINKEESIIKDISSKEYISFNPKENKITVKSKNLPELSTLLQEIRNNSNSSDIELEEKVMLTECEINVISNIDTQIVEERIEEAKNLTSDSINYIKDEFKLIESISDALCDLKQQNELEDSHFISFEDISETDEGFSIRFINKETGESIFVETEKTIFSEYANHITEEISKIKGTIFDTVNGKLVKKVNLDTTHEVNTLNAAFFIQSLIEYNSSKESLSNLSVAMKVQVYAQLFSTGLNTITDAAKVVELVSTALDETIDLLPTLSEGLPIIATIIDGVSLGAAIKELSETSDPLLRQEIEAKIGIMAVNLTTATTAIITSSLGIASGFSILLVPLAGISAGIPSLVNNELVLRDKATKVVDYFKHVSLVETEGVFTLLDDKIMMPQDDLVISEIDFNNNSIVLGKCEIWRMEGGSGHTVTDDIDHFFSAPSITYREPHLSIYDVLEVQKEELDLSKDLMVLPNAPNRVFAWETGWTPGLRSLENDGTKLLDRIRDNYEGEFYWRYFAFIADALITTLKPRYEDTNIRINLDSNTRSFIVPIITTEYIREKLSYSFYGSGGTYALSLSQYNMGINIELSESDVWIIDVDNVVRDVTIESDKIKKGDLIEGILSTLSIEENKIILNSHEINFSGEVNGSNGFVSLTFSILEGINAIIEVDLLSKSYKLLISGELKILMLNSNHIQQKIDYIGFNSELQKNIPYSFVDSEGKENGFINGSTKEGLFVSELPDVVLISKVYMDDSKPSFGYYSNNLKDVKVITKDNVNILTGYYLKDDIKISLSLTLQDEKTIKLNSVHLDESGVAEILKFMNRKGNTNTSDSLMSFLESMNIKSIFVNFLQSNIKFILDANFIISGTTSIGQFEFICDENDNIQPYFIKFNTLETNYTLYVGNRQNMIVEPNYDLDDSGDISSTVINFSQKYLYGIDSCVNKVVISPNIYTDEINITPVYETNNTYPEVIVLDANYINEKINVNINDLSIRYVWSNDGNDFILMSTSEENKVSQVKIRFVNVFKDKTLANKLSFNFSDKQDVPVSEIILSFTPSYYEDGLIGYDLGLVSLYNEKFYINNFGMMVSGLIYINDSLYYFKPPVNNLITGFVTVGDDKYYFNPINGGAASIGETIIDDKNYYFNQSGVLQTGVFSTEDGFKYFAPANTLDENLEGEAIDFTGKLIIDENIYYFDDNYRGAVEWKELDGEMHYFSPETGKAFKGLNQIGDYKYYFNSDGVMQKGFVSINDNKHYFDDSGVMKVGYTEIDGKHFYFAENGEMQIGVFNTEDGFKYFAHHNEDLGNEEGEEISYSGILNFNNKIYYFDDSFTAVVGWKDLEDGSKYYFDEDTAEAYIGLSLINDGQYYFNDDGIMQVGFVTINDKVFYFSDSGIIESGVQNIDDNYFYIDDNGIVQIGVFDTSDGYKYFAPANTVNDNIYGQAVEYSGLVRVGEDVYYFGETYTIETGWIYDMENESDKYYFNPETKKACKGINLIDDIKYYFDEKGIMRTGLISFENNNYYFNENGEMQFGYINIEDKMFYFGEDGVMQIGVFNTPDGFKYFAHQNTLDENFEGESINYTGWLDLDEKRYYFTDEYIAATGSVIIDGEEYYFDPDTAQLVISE
BoNT-A LC inh2: BoNT A light chain protease inhibition; multiplex microsphere protease substrate cleavage, flow cytometry; hit rate 0.17% among 360,000; inhibition, % at 10 µM; AID 588499; note: plate controls were buffer without enzyme for full effect and enzyme alone for no effect
* marks the source's active call; other numbers are inactive results; ? = inconclusive; . = not tested or not shown; & = joins results of further samples; ! = a repeat was not active. Cut-off read from the data, not from the text of the source, unless noted: active = inhibition above about 30%; inconclusive = no clear call, values can overlap the other calls; inactive = below that.

SMILES	CCHFV vOTU inh	PrPC TRFRET	FadD28 binding	Yp Topo-I inh	Anthrax LF prot	PfHsp40 yeast	BoNT F protease	TcdB GH inh	BoNT-A LC inh2
O=C(/C=C/c1ccco1)N(Cc1ccc(F)cc1)C1CCS(=O)(=O)C1 (stereo not drawn)	-6	5	-2.4	3	-12	-0.4	-4	0.6	-0.3
COc1ccc(C(=O)OCCN2CCOCC2)cc1OC	3	0	-1.4	2	0	-0.2	?	.	-0.2
COc1ccc([C@H]2C[C@@H](n3cc(-c4ccc(F)cc4)nn3)[C@H](O)CN2C(=O)c2cccs2)cc1	-2	-8	-2.8	21	-5	.	0	0.5	0.0
NC(=O)CC(NC(=O)c1cccc(Br)c1)c1ccc(N2CCC(N3CCCCC3)CC2)c([N+](=O)[O-])c1 (stereo not drawn)	-9	-4	-1.3	6	0	7.3	1	1.5	0.4
Cc1nn(-c2ccccc2)c(Cl)c1C1C(C#N)=C(N)Oc2n[nH]c(C)c21 (stereo not drawn)	1	-8	-2.5	-5	-2	-0.5	1	.	0.2
Cc1ccc(CN2CC(C(=O)NCCCSc3ccccc3)CC2=O)cc1 (stereo not drawn)	-2	6	-4.8	41	-1	-1.3	0	0.5	2.9
COCCCN1C(=O)C(O)=C(C(=O)c2ccco2)C1c1cccc(Br)c1 (stereo not drawn)	9	6	-1.2	9	-4	-0.3	2	.	0.1
CN(C)/C=N/C(=S)Nc1ccc(Br)cc1F	0	-3	-0.6	2	-2	-0.2	-8	.	0.7
CC(C)(C)c1ccccc1OCCOCCSc1ncccn1	-3	0	-3.7	34	6	1.7	-13	.	-0.9
Cc1cccc(N(Cc2ccccc2)C(=O)Cc2ccc(S(=O)(=O)N3CCOCC3)s2)c1	6	0	-2.4	27	3	0.0	3	1.3	3.5
COc1cccc(OC)c1C(=O)OCC(=O)NC(=O)NCc1ccccc1	-8	0	-0.4	-11	-1	2.1	-8	0.1	-0.8
CCN(CC(=O)N1CCCC1)S(=O)(=O)c1ccc(Br)cc1	2	13	-0.1	7	0	0.2	32	0.4	-4.5
Cc1ccc2c(CC(=O)N3CCN(S(=O)(=O)c4ccccc4)CC3)coc2c1	0	5	-2.3	20	-1	-1.1	3	-0.5	-1.8
Cc1ccc(C2CC(c3cccs3)=NN2C(=O)CSC2=NCCS2)cc1 (stereo not drawn)	4	1	-0.5	36	-5	-0.4	-7	-0.7	-3.6
COc1ccc2[nH]c3c(NCCCOC(C)C)ncnc3c2c1	-82	6	0.7	-4	-15	-3.2	-10	0.0	-1.3
Cc1ccc(C(=O)Nc2c(C)n(C)n(-c3ccccc3)c2=O)cc1S(=O)(=O)N1CCCCC1	-2	2	-2.7	-1	-3	-0.1	14	0.9	3.3
S=C(NCc1ccccc1)NC1CCSc2ccccc21 (stereo not drawn)	13	7	-3.6	-1	2	-0.5	8	0.5	4.0
COc1cccc(NC(=O)c2ccc(-c3ccc([N+](=O)[O-])cc3)o2)c1	6	-16	-4.6	-7	-3	0.7	2	0.3	6.6
COC(=O)CN(n1cnnc1)S(=O)(=O)c1ccccc1Cl	20	5	-0.1	-3	-6	0.1	2	.	0.3
CC1(C(=O)Nc2ccc3c(c2)OCO3)CCN1C(=O)c1ccccc1 (stereo not drawn)	-3	-10	-1.4	7	-2	.	-6	1.1	-0.2
CCCOc1ccccc1C(=O)Nc1ccc(S(=O)(=O)N2CCN(C)CC2)cc1	-7	12	-0.9	12	0	-1.1	-17	1.9	-1.6
COc1ccc(-c2cn3c(C)c(C(=O)N4CCCc5ccccc54)sc3n2)cc1	-2	-8	-2.2	9	0	7.9	-2	4.0	-0.6
Cc1ccccc1N1CCN(C2CCCN(C(=O)c3snnc3C)C2)CC1 (stereo not drawn)	-7	1	-3.1	-4	0	-1.6	4	-0.5	-4.2
Cc1nc(C(=O)NNC(=O)c2ccc(Cl)cc2)c(C(F)(F)F)o1	1	-2	-3.2	0	9	0.3	?	0.9	-2.0
COc1ccc(NC(=O)CCC(=O)c2cccs2)cc1S(=O)(=O)Nc1ccccc1Cl	-1	0	0.4	4	2	2.2	-4	.	-0.6
Further results:
SMILES	CCHFV vOTU inh	PrPC TRFRET	FadD28 binding	Yp Topo-I inh	Anthrax LF prot	PfHsp40 yeast	BoNT F protease	TcdB GH inh	BoNT-A LC inh2
CCOC(=O)C1=CC[C@@H](c2ccccc2C(F)(F)F)N(S(=O)(=O)c2ccc(C)cc2)[C@H]1c1ccc(C#N)cc1	-5	-3	-0.3	.	-4	.	8	0.7	0.2
COC(=O)c1cc2ccsc2n1Cc1nc(-c2cccc(Cl)c2)oc1C	-3	7	-0.7	1	6	-1.1	2	1.9	-0.6
CCOc1ccccc1C(=O)NCC(=O)OCC(=O)c1c(N)n(C)c(=O)n(C)c1=O	-8	0	-0.6	10	.	-0.4	.	1.8	.
CCOC(=O)c1sc(NC(=O)CS(=O)(=O)c2ccc(C)cc2)nc1C	-8	2	1.9	5	0	-1.4	-7	0.0	-1.1
COc1ccc(CNC(=O)CN(C)Cc2ccc(SC)cc2)cc1	0	-6	-1.7	33	2	0.2	3	-0.6	1.0
CCc1ccc(NC(=O)C2CCCN(S(=O)(=O)c3ccc4[nH]c(=O)ccc4c3)C2)cc1 (stereo not drawn)	2	1	-0.9	9	1	-0.2	11	1.4	3.0
O=C(Nc1cccc(Cl)c1)c1csc([C@@H]2C[C@H](O)[C@@H](CO)O2)n1	-8	0	-0.8	-7	-7	.	0	0.5	0.0
O=C(CNc1cccc([N+](=O)[O-])c1)N1CCN(S(=O)(=O)c2ccc(Cl)cc2)CC1	15	-3	-2.4	6	-2	0.8	-12	-0.8	-1.9
CCCCOCC(O)CN1CCN(C(C)=O)CC1 (stereo not drawn)	-7	4	-2.5	-2	-3	0.0	-12	.	-1.3
CC1CCN(S(=O)(=O)c2ccc(NC(=O)Cn3nnc(-c4ccccc4F)n3)cc2)CC1	3	-9	?	10	-5	1.9	-6	.	-0.9
O=C(CSc1nnc(-c2ccccc2Cl)o1)N1CCCC1	7	-6	-1.7	2	-8	-0.3	-1	2.9	-0.7
Cc1ccc(Nc2nnc(SCn3nnc4ccccc4c3=O)s2)cc1	9	-1	-5.2	6	-5	-1.4	-5	.	-0.8
COc1ccc(S(=O)(=O)N(C)CC(=O)Nc2ccccc2OC)cc1	-12	1	-0.7	22	-4	-1.0	-4	.	-0.7
CN(Cc1ccccc1)C(=O)C1(C)CCN1C(=O)Cc1ccc(Cl)cc1Cl (stereo not drawn)	-4	3	-4.2	15	2	.	-2	1.5	-0.2
O=S(=O)(Nc1nccs1)c1cnc(Cl)c(Br)c1	-8	-1	0.9	-1	-2	-0.7	-2	0.9	0.5
CCCNC(=O)C1(C)CCN(C(=O)c2cccc(OC(F)(F)F)c2)C1 (stereo not drawn)	-5	-4	-2.7	0	-1	.	4	-0.1	0.3
CN(C)CCn1c(=S)[nH]c2ccccc2c1=O	2	-3	-5.2	1	2	0.4	5	.	0.2
O=c1cc(O)c2sc3nc(C(F)(F)F)c4c(c3c2[nH]1)CCCCC4	2	0	0.7	9	7	-0.7	0	-0.5	0.8
Cc1ccc(OCC(=O)N2CCN(S(C)(=O)=O)CC2)cc1	-9	-1	-3.0	-2	-5	-1.8	-7	1.1	-1.4
C/C(CC(=O)Nc1ccc(N(C)C)cc1)=N\NC(=O)c1ccc([N+](=O)[O-])cc1	6	-21	-3.1	-10	0	-2.1	-16	-9.6	-3.4
O=C(O)c1cc(-c2ccco2)nc2ccc(Br)cc12	-16	4	29*!	-7&-7	0&2	0.4&0.7	4&-8	.	-0.5&-1.4
CCOC(=O)c1ccc(-n2c(CCC(=O)O)ccc2-c2ccccc2)cc1	-3	2	-1.9	3	0	-0.4	-10	-1.2	-0.4
Brc1ccc(OCCCCCN2CCOCC2)cc1	4	7	-3.2	15	-6	0.7	-3	-7.4	-0.3
CC(=O)Nc1ccc(NC(=O)c2cccc3ccccc23)cc1	-12	-3	-1.6	-4	5	-1.3	?	0.6	-1.4
Cc1c(C)c2cc(Cl)c(OCC(=O)NC3CC(C)(C)NC(C)(C)C3)cc2oc1=O	-5	-10	-2.7	-2	-1	-0.7	-1	2.8	1.9

Given with values under each structure: 7 of the compounds above.
Every second line gives: CCHFV vOTU inh, PrPC TRFRET, FadD28 binding, Yp Topo-I inh, Anthrax LF prot, PfHsp40 yeast, BoNT F protease, TcdB GH inh, BoNT-A LC inh2
COC(=O)c1cc2ccsc2n1Cc1nc(-c2cccc(Cl)c2)oc1C
  -3, 7, -0.7, 1, 6, -1.1, 2, 1.9, -0.6
COc1ccc(S(=O)(=O)N(C)CC(=O)Nc2ccccc2OC)cc1
  -12, 1, -0.7, 22, -4, -1.0, -4, ., -0.7
CCOC(=O)c1ccc(-n2c(CCC(=O)O)ccc2-c2ccccc2)cc1
  -3, 2, -1.9, 3, 0, -0.4, -10, -1.2, -0.4
C/C(CC(=O)Nc1ccc(N(C)C)cc1)=N\NC(=O)c1ccc([N+](=O)[O-])cc1
  6, -21, -3.1, -10, 0, -2.1, -16, -9.6, -3.4
CCCCOCC(O)CN1CCN(C(C)=O)CC1 (stereo not drawn)
  -7, 4, -2.5, -2, -3, 0.0, -12, ., -1.3
COc1ccc(CNC(=O)CN(C)Cc2ccc(SC)cc2)cc1
  0, -6, -1.7, 33, 2, 0.2, 3, -0.6, 1.0
Cc1ccc(OCC(=O)N2CCN(S(C)(=O)=O)CC2)cc1
  -9, -1, -3.0, -2, -5, -1.8, -7, 1.1, -1.4

The listing continues:
SMILES	CCHFV vOTU inh	PrPC TRFRET	FadD28 binding	Yp Topo-I inh	Anthrax LF prot	PfHsp40 yeast	BoNT F protease	TcdB GH inh	BoNT-A LC inh2
O=C(CN1CCC(NC(=O)c2ccccc2F)CC1)Nc1ccc2c(c1)OCO2	-4	9	0.6	2	-2	0.1	2	.	-0.5
NC(=S)NNC(=O)C12CC3CC(CC(C3)C1)C2	6	-2	1.2	3	-1	0.7	-2	0.8	-0.8
COc1cccc(C(NC(C)=O)c2nc(-c3cccc(NC(C)=O)c3)cs2)c1 (stereo not drawn)	14	-6	-2.3	4	-2	.	-8	2.4	-0.2
Cc1cc(C)nc(SCC(=O)c2ccc(O)cc2O)n1	3	-2	-1.4	3	7	1.0	-5	0.1	-0.6
COc1cc(C(=O)Nc2ccc(NC(=O)C3CCCCC3)nc2)cc(OC)c1OC	1	7	-6.0	-7	-3	-1.5	-5	1.4	1.7
COCCN(CC(=O)Oc1ccccc1P(=O)(OC)OC)Cc1ccccc1	-12	-2	-0.1	0	28	.	26	0.5	-4.3
O=C(OC1CCCCC1)c1ccc(NC(=O)c2ccco2)cc1	21	19	-2.5	12	-3	?	13	.	1.8
CC(C)=CCc1c2c(c3occ(-c4ccc(O)c(O)c4)c(=O)c3c1O)C=CC(C)(C)O2	28	8	-11	-9	4	3.6	-5	-0.2	-0.8
O=C(Cn1cnc2c(oc3ccccc32)c1=O)N1CCCC1	2	-1	-1.8	3	-6	1.5	-4	0.4	0.2
O=C(CCN1C(=O)C2C3C=CC(C3)C2C1=O)N1CCN(c2ccc([N+](=O)[O-])cc2)CC1 (stereo not drawn)	-8	-27	0.5	1	-1	-1.0	-2	-0.7	-0.5
Cc1ccc(S(=O)(=O)N2CCC(C(=O)OCc3ccc([N+](=O)[O-])cc3)CC2)cc1	6	-12	-0.5	4	-2	3.4	-4	0.9	-0.1
CS(=O)(=O)N(CC(=O)N1CCOCC1)c1cccc(Cl)c1Cl	-4	-3	0.5	4	-6	-0.6	-20	2.5	-2.8
Cc1cccc(C(=O)O/N=C/c2c(Cl)n(C)c3ccccc23)c1	8	-2	-0.2	-4	0	-0.4	3	.	-0.3
CCn1c(=O)c(C(=O)NNS(=O)(=O)c2ccc(Br)cc2)c(O)c2ccccc21	-4	-1	1.2	3	-3	2.6	-2	2.3	-0.5
CCCc1cc(=O)oc2cc(C)cc(OCC(=O)NC3CCN(Cc4ccccc4)CC3)c12	2	-5	-2.8	10	0	0.8	4	0.8	-0.3
COc1ccc(OCCC(=O)OCC(=O)NC2CCCCCCC2)cc1	11	8	-0.7	5	0	2.0	-8	1.1	0.1
O=C(O)c1ccccc1Oc1ccc(Oc2ccccc2)cc1	2	-8	-5.1	6	6	1.5	-16	-0.4	-0.8
CCC(Oc1ccccc1)C(=O)N1CCN(CC)CC1 (stereo not drawn)	3	2	-0.7	-4	-2	-1.2	-6	.	0.5
COCCNC(=O)CN1C(=O)COc2ccc(S(=O)(=O)N3CC(C)CC(C)C3)cc21 (stereo not drawn)	-1	-8	-2.4	0	-10	-0.8	2	-0.3	-0.7

Source: PubChem
